RAD52 anneal inh = blocks human RAD52 DNA annealing. recombinant RAD52 DNA annealing, FRET fluorescence. 0.46% of 360,000 active. inhibition, % at 18.7 µM. AID 651710. P43351;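 active means every replicate showing at least 50% inhibition; inconclusive means mean inhibition at least 50% but not in every replicate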
F508del corr = CFTR F508del correction in bronchial cells; CFBE cells, YFP halide quenching; stimulated with forskolin plus potentiator P3; % fluorescence drop versus neutral controls; activity (quench increase), % at 7.58 µM; 0.36% of 350,000 active; AID 720511;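 active means mean added fluorescence quench of at least 8% versus neutral control, with both replicates also reaching 8%; inconclusive means only one of the mean or replicate conditions met; inactive means mean below 8% and not both replicates reaching 8%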;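 further: cells transiently co-express mutant CFTR-F508del with the halide-sensitive YFP; corrector assay measuring rescue of mutant channel to the surface after 24 h compound exposure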
ARNT TACC3 PPI = disruptors of human ARNT/TACC3 interaction | AlphaScreen His-ARNT PAS-B/GST-TACC3 binding, luminescence; TACC3 fragment carries E629A point mutation | Q9Y6A5 | inhibition, % at 9.99 µM | AID 623870 | 0.66% of 390,000 active;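 active means mean inhibition of replicates at least 50% and at least half of replicates each reaching 50%; inconclusive means half or more replicates reach 50% but mean below 50%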;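 further: 0% = complete ARNT plus TACC3 wells and 100% = ARNT alone without TACC3; many hits fall short of the cut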
GSIS activator = GLuc luminescence reporter in INS-1E cells, primary screen for activators of glucose-dependent secretion of insulin | INS-1E GLuc reporter insulin secretion, 2-3 h | activation, % at 16.6 µM | 0.61% of 370,000 active | AID 743287;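 active means lowest replicate activation of at least 40%, so every replicate reaches that level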;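 further: 0% = median of neutral control wells and 100% = median of IBMX positive control wells; some compounds called inactive have numbers as strong as hits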
RAD54 branch = inhibitors of human RAD54 branch migration; RAD54 Holliday junction branch migration, FAM/BHQ fluorescence; inhibition, % at 10.4 µM; 0.14% of 360,000 active; Q92698;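 active means mean normalized replicate activity at least 40 and at least half of replicates scoring 40 or more; inconclusive means only one of the two criteria met; inactive means mean below 40 and under half of replicates reaching 40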;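 further: 0% = median of neutral control wells and 100% = median of positive control wells; inhibitors cause a drop in the FAM fluorescence signal; in these data hits start at about 50%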
ERAP1 HTS inh = ERAP1 (human) enzyme inhibition | 0.15% of 340,000 active | recombinant ERAP1, Leu-AMC fluorescence, 60 min | inhibition, % at 10.7 µM | Q9NZ08;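 active means mean replicate inhibition of at least 30%, or all replicates individually reaching that 30% level; inactive means mean below 30% and not every replicate reaching it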;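 further: 0% = neutral control wells and 100% = L-leucinethiol positive control wells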
Target sequence (Q9NZ08 whole entry, looked up): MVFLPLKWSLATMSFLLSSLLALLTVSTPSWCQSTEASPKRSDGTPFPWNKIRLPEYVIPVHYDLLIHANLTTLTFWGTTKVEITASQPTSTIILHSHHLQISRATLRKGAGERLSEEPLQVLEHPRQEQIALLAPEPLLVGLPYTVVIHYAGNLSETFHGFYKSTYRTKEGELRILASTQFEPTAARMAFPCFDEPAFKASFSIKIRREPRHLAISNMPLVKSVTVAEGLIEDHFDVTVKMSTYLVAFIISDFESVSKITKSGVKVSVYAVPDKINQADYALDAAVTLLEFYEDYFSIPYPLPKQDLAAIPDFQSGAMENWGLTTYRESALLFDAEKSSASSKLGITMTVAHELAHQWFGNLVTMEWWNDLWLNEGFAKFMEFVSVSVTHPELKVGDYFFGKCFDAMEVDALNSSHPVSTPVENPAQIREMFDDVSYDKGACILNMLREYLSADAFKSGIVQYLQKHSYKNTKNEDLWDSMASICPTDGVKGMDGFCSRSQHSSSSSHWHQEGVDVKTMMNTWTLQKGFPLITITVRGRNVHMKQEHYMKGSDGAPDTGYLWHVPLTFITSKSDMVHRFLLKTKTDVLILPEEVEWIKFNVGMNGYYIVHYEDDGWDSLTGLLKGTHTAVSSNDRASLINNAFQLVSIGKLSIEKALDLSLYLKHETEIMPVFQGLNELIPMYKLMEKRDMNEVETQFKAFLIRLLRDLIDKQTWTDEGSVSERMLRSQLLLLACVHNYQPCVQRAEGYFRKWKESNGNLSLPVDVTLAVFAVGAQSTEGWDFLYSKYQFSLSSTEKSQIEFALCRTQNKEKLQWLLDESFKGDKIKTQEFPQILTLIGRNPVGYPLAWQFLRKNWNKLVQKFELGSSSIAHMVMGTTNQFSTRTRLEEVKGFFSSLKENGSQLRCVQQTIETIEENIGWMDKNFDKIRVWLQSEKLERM
Xi reactivation = X-chromosome reactivation activator. 0.055% of 360,000 active. activation, % at 7.58 µM. XiGFP mouse fibroblasts, % GFP-positive cells imaging, 3 d; cells co-treated with 5-aza-dC sensitizer; scaled so ellipticine positive control = 100%;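 active means mean normalized replicate activation at least 10% and every replicate at or above 10%; inconclusive means only one of the two criteria met; inactive means mean below 10% and not all replicates reach 10%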;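 further: 0% = median of on-plate neutral control wells and 100% = ellipticine 6 µM median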
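System: 68-5-11 XiGFP fibroblast line | Buffer or medium: DMEM containing 5-aza-dC | Compound: Single point | Times: Compounds 3 days, fix/stain 15 min at room temperature | Benchmarks: Positive control ellipticine, 6 µM final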
esBAF inh = SWI/SNF esBAF complex inhibition; mouse ES cells, Bmi1-luciferase knock-in reporter, 24 h; 100% = twice the neutral-well signal; reporter increase, % at 12.5 µM; 2% of 350,000 active; AID 602393; in the data active means activation above about 40%; inconclusive means no clear call, values can overlap the other calls;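 further: 0% = median of the plate's neutral control wells and 100% = double that signal; a rise in the Bmi1 reporter signal indicates esBAF inhibition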
Starred values were filed as active, the others as inactive; ? = inconclusive; . = no result given; & = joins results of further samples.

SMILES	RAD52 anneal inh	F508del corr	ARNT TACC3 PPI	GSIS activator	RAD54 branch	ERAP1 HTS inh	Xi reactivation	esBAF inh
Cc1ccc(S(=O)(=O)Nc2nc3ccccc3nc2NCC2CCCO2)cc1C (stereo unspecified)	-8	-2.1	-8	-9	1	.	.	.
CCOC(=O)C1(C)CCCN(C(=O)c2cc(F)cc(F)c2)C1 (stereo unspecified)	-6	2.5	.	-4	9	0	0.0	3
CN(CC(=O)Nc1ccccc1C(F)(F)F)C(=O)CSc1nnnn1C	-4	1.4	.	1	-7	3	0.0	0
CCC(=O)N[C@H]1C=C[C@@H](CC(=O)NCC2CC2)O[C@@H]1CO	-3	2.2	.	11	.	2	-0.1	.
O=C(COC(=O)c1cccc(NS(=O)(=O)c2ccc(F)c(F)c2)c1)NC(=O)NC1CCCCC1	.	.	-9	-23	-2	.	0.0	.
CCN(CC)c1ccc(/C=C2\NC(=O)NC2=O)cc1	.	.	-9	14	-4	.	-0.1	1
C[C@@H]1CN([C@H](C)CO)C(=O)c2cc(NC(=O)C3CCCCC3)ccc2O[C@@H]1CN(C)CC1CCCCC1	0	-3.0	18	8	-1	-3	-0.3	4
CS(=O)(=O)N(CC(=O)N1CCOCC1)c1cc(C(F)(F)F)ccc1Cl	-2	-3.1	-5	-14	1	-2	0.0	0
N#Cc1ccccc1OCc1nnc(-c2ccccc2Br)o1	-24	1.6	0	3	-2	-2	-0.1	55*
COc1ccccc1C(=O)Nc1ccc2c(c1)C(=O)N(C)[C@H]1CC[C@@H](CC(=O)NCCc3ccncc3)O[C@H]1CO2	4	.	-2	-2	-4	-1	0.1	0
CC(NC(=O)C1CCCN1C(=O)OC(C)(C)C)C(=O)OCc1ccccc1 (stereo unspecified)	-8	-2.1	.	-35	.	-4	0.0	.
COc1ccc(-c2ccc3c(c2)O[C@H](CN(C)C(=O)Nc2ccccc2F)[C@@H](C)CN([C@H](C)CO)S3(=O)=O)cc1	0&13	-1.1&2.0	7	.	-2&-3	2&-1	-0.1	-2&1
COCC(=O)Nc1ccc2c(c1)OC[C@@H](C)N(C(=O)Cc1cccnc1)C[C@@H](C)[C@@H](OC)CN(C)C2=O	-4	-0.8	2	6	-5	4	0.3	-1
CC(C)n1cc2c(N)ncnc2n1	-3	-3.6	-2	14	-7	-2	0.0	-1
COc1ccc(-c2cc(C(=O)Nc3cc(Cl)ccc3O)no2)cc1	-41	-1.2	-9	18	-1	1	-0.1	?
COc1ccccc1CN1CC(C(=O)NCc2ccc(SC)cc2)CCC1=O (stereo unspecified)	-8	1.1	-5	0	0	-3	0.7	.
O=C(Cn1cnc2c(NCc3ccccc3)ncnc21)NCC1CCCO1 (stereo unspecified)	-2	2.1	-5	1	0	2	-0.1	-9
C[C@H]1CN([C@@H](C)CO)S(=O)(=O)c2ccc(C3=CCCCC3)cc2O[C@@H]1CN(C)C(=O)c1ccc(F)cc1	23	-2.9	2	-12	4	5	-0.3	-2
CCOc1cc(C)c(S(=O)(=O)NC2CC(C)(C)NC(C)(C)C2)cc1C	-18	1.6	-3	10	7	12	0.0	-1
Cc1ccc2c(c1)N(CCC(=O)NCCCN1CCCC1)C(=O)CO2	-9	-3.2	12	-14	-7	-5	0.1	-1
Clc1ccccc1-c1nnc(-c2cccs2)o1	-2	5.0	1	6	-7	3	0.0	46*
COc1ccc(NC(=O)CN2C(=O)COc3ccc(C)cc32)c(OC)c1	-8	-0.1	-3	0	0	-1	0.0	2
O=C(NCc1ccco1)C(c1ccco1)N(CCc1ccccc1)C(=O)Cn1nnc2ccccc21 (stereo unspecified)	.	.	0	15	-5	.	.	5
COc1ccc(CCN(C)C(=O)C2CC(=O)N(Cc3ccc(C)cc3)C2)cc1OC (stereo unspecified)	-2	3.0	.	14	2	1	2.1	-8
Cc1ccc(S(=O)(=O)Nc2ccc3c(c2)C(=O)N([C@@H](C)CO)C[C@@H](C)[C@@H](CN(C)Cc2ccc4c(c2)OCO4)OCCCC[C@@H](C)O3)cc1	-4	2.6	5	-34	6	-4	-1.0	-1
COc1ccc(CC(=O)OCc2nnc(-c3ccccc3)o2)cc1	-10	-1.6	-3	14	.	0	-0.2	.
COc1ccccc1CCC(=O)N(CCC1=CCCCC1)c1c(N)n(Cc2ccccc2)c(=O)[nH]c1=O	-16	-0.3	11	-8	.	3	0.2	.
COCCN(C(=O)c1ccco1)c1nnc(-c2ccc(F)cc2)s1	3	0.7	0	13	-3	1	0.0	21
COc1ccccc1N1CCN(CCN2C(=O)C3CCCN3C2=O)CC1 (stereo unspecified)	-5	-0.2	-4	5	-2	0	0.0	-10
COc1ccc(Sc2cccc3c2S(=O)(=O)N([C@H](C)c2ccccc2)C[C@@H](COCc2ccccc2)O3)cc1OC	0	-0.6	.	6	.	1	0.0	.
Cc1cc(NS(=O)(=O)c2ccc(NC(=O)c3c(F)c(F)c(F)c(F)c3F)cc2)nc(C)n1	3	0.8	7	73	6	-2	0.2	-4
CNCC(=O)Nc1ccc(Cl)c(C(F)(F)F)c1	-5	-0.9	.	-14	.	2	0.3	.
COc1cccc(NC(=O)CCNS(=O)(=O)c2ccc(Br)s2)c1	-18	1.1	1	-4	-4	1	0.4	-2
COc1ccccc1CNC(=O)C[C@@H]1C=C[C@@H](NC(C)=O)[C@H](CO)O1	-8	4.3	5	-8	5	3	-0.3	-3
CCOCc1c(C(=O)N2CCN(CCOc3ccc(Cl)cc3)CC2)oc2ccccc12	-41	1.4	-2	-75	0	0	0.0	-11
Cc1cc(C(=O)NC(C)CCc2ccccc2)ccc1[N+](=O)[O-] (stereo unspecified)	-12	0.6	-8	-5	-8	-1	0.0	-1
CCCCCn1nnnc1C1(C)CCC(=O)N1Cc1ccco1 (stereo unspecified)	-42	0.7	.	4	.	.	0.0	.
CCN(CC)CCCNC(CC(=O)Nc1cccc([N+](=O)[O-])c1)C(=O)O (stereo unspecified)	-19	0.5	9	-4	-3	-3	0.1	.
Cc1cc(C(=O)N2CCCC(CCC(=O)N3CCN(c4ccccn4)CC3)C2)c(C)o1 (stereo unspecified)	-3	1.6	-2	3	-9	3	0.3	-6
Cc1ccc(NC(=O)c2ccc(OCc3c(C)noc3C)cc2)c(C)c1	-15	0.6	-2	-8	8	-7	0.1	1
COC(=O)c1sccc1Oc1ccc(Cl)cc1N1C(=O)CCC1=O	-10	0.4	3	6	6	1	0.1	-3
Cc1noc(C)c1S(=O)(=O)N(C)C[C@@H]1Oc2ccc(NS(=O)(=O)c3ccccc3)cc2CC(=O)N([C@H](C)CO)C[C@H]1C	3	-0.5	-6	6	-7	0	0.3	-1
O=C(C[C@@H]1CC[C@H]2[C@@H](COC[C@H](O)CN2CCc2ccccc2)O1)NCCCN1CCOCC1	-3	-0.6	3	15	2	1	0.3	-6
Cc1sc2nc(SCC(=O)N(C)c3ccccc3)n(C)c(=O)c2c1C	-15	-5.5	-10	-25	-2	3	0.0	-2
Cc1cc(C)nc(NC(N)=NC(C)c2ccccc2)n1 (stereo unspecified)	3	1.2	.	4	.	0	0.0	.
COCCNC(=O)C(=O)N/N=C(\C)CC(=O)Nc1cccnc1	-8	-1.7	5	-6	0	0	0.0	-6
CC1(C)Oc2ccc3ccc(=O)oc3c2/C(=C/Nc2cccc(O)c2)C1=O	-17	-1.2	3	-1	.	3	0.0	.
CC(=O)Nc1ccc(S(=O)(=O)NCc2ccc(C(=O)NC(C)c3ccccc3)cc2)cc1 (stereo unspecified)	-8	-2.9	-4	-10	6	2	.	4
COc1ccc(CC(=O)OCC(=O)NC2CC2)cc1	-11	6.3	1	14	-13	0	0.0	0
COc1ccc(NC(=O)N[C@H]2C=C[C@@H](CC(=O)NCc3ccccn3)O[C@@H]2CO)cc1	-15	-0.4	-26	21	-2	0	-0.1	-2
Cc1nn(-c2ccccc2)c(Cl)c1CN(C(=O)CCl)c1cccc2ccccc12	-18	.	-10	-19	.	-2	0.9	.
C[C@@H]1CN([C@H](C)CO)C(=O)c2cc(NS(=O)(=O)c3cccs3)ccc2O[C@@H](C)CCCCO[C@@H]1CN(C)C(=O)C1CCCCC1	2	-1.3	.	-14	13	-7	0.0	-3
FC(F)(F)c1ccc(Cl)c(-n2c(-c3cc(C4CC4)[nH]n3)n[nH]c2=S)c1	-9	-1.7	2	1	-34	4	0.2	2
O=C(C[C@@H]1CC[C@H]2[C@@H](COC[C@@H](O)CN2Cc2ccccc2)O1)NCCc1ccccc1	4	2.9	-10	-3	17	-1	0.5	-4
CC1(Oc2ccc3ccccc3c2)CCN(Cc2ccc(OC(F)(F)F)cc2)C1 (stereo unspecified)	-23	-1.2	.	-59	-7	-2	0.1	-1
COc1ccc(CCN2C(=O)CCC2(C)c2nnnn2Cc2ccccc2)cc1OC (stereo unspecified)	-4	5.8	.	2	.	.	0.0	.
C[C@@H]1CCCCO[C@H](CN(C)Cc2ccc3c(c2)OCO3)[C@H](C)CN([C@@H](C)CO)C(=O)c2cc(NC(=O)CCC(F)(F)F)ccc2O1	7	1.4	0	9	-1	1	0.1	1
S=C(Cc1ccc(Cl)cc1)N1CCOCC1	-6	3.1	-4	9	.	-3	0.0	5
O=C(NC(CO)C(O)c1ccc([N+](=O)[O-])cc1)C(Cl)Cl (stereo unspecified)	-2	-3.2	-1	.	7	-2	-0.1	-3
CCCC(=O)N1CCC1(C)C(=O)NS(=O)(=O)c1cc(C)ccc1F (stereo unspecified)	-14	2.6	.	6	9	2	0.0	2

Brought forward from above: 2 compounds, followed by the next part.
SMILES	RAD52 anneal inh	F508del corr	ARNT TACC3 PPI	GSIS activator	RAD54 branch	ERAP1 HTS inh	Xi reactivation	esBAF inh
O=C(NC(CO)C(O)c1ccc([N+](=O)[O-])cc1)C(Cl)Cl (stereo unspecified)	-2	-3.2	-1	.	7	-2	-0.1	-3
CCCC(=O)N1CCC1(C)C(=O)NS(=O)(=O)c1cc(C)ccc1F (stereo unspecified)	-14	2.6	.	6	9	2	0.0	2
O=C(CNc1cc([N+](=O)[O-])ccc1NCCO)Nc1cccc(S(=O)(=O)N2CCCCC2)c1	-15	-0.8	22	.	3	0	-0.2	5
O=C1NC(=Nc2ccc(O)cc2)S/C1=C\C=C\c1ccco1	-32	5.6	-1	-5	.	.	0.5	.
CC(C)CC#Cc1ccc2c(c1)O[C@H](CN(C)C(=O)c1ccncc1)[C@@H](C)CN([C@@H](C)CO)S2(=O)=O	9	3.5	5	-18	-6	0	-0.1	4
O=C(CSc1n[nH]c(-c2ccccc2F)n1)Nc1cc(F)ccc1F	-19	-2.1	.	-5	-1	-2	0.0	0
O=C(NCCCCNCCCNC(=O)c1ccccc1)c1ccccc1	3	1.0	.	-7	2	-2	.	2
O=C(CCNS(=O)(=O)c1ccccc1F)OCc1ccccc1Cl	-10	0.1	0	-7	1	-3	0.0	1
CC(C(=O)NC(=O)NC1CCCCC1)N(C)CC(=O)Nc1ccc(F)c(F)c1F (stereo unspecified)	3	1.2	-2	-63	.	-3	-0.1	.
COc1ccccc1S(=O)(=O)N[C@H]1CC[C@H](CC(=O)N2CCN(C)CC2)O[C@H]1CO	12	-2.2	1	27	-3	3	-0.3	0
C[C@H]1CN([C@@H](C)CO)C(=O)CCCn2nncc2CO[C@H]1CN(C)Cc1cccc(O)c1	-2	2.5	1	-1	4	1	-0.1	-3

Screening results deposited in PubChem BioAssay by Broad Institute.
